# AT treatment: potential ataxia-telangiectasia treatments restoring KAP-1 phosphorylation; Potency, µM (series often up to 57.5 µM), inactives show at the top dose activation, actives largely listed as activators; 0.19% of 320,000 active; […] A-T fibroblasts, KAP-1 phosphorylation AlphaLISA; neocarzinostatin DNA damage 30 min before lysis; note: potency is the fitted concentration of half-maximal effect; % of control where 0% means no effect; nearly all actives have a fitted effect of over 45% in size
#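 hTERT-immortalized A-T patient fibroblasts ([…]), 500 cells/well in OPTI-MEM, 1% FBS, got compounds for 60 min, then NCS for 30 min at 37C. Lysates were then assayed for phospho-KAP-1 by AlphaLISA (anti-pKAP1 donor, anti-KAP1 acceptor beads), 6 hr at 25C.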
# BRCA1 expr up: BRCA1 expression activation; MCF7-BRCA1-FFLuc reporter, luminescence, 48 h; response scale: scaled: vehicle 0%, 10 µM genistein 100%; Potency, µM (series often up to 46.1 µM), for inactives: at the highest dose activation, usual class: activators; 1.1% of 380,000 active; note: potency is the fitted concentration of half-maximal effect; nearly all actives have a fitted effect of over 80% in size; some results filed as inactive show a strong effect at the top dose
#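 48 h compound treatment of MCF7-BRCA1-FFLuc cells (phenol-red free MEM, 37 °C), then 15 min with luciferase substrate and luminescence imaging.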
# ELG1 repair inh: blocks ELG1-dependent DNA repair in HEK293T cells. 2.3% of 330,000 active. Potency, µM (series often up to 46.1 µM), for the others: top-dose activity change, negative = inhibition, most hits filed as inhibitors. HEK293T ELG1-luciferase reporter, luminescence, 16 h; DNA damage induced by 5-fluorouridine; note: potency is the fitted concentration of half-maximal effect; % is set by controls: 0 for no effect and ±100 for the full control effect; nearly all actives have a fitted effect of over 55% in size
#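 In this reporter screen, reduction of luminescence relative to DMSO vehicle indicated activity. Compounds and 5-fluorouridine were added together to 2,000 cells per well, incubated for 16 hr at 37 °C, then developed with ONE-Glo.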
# MLL CXXC-DNA inh: blocks binding of human MLL CXXC domain to DNA. Q03164. MLL-CXXC / FITC-HOXA9 DNA fluorescence polarization. Potency, µM (series often up to 115 µM), for the others: top-dose activity change, negative = inhibition, usual class: inhibitors. 0.037% of 290,000 active. AID 2662; active = well fitted inhibition curve with a large enough effect in the polarisation, with a control signal flat, not every such curve was filed as active; inconclusive = small, poorly fitted or top-dose-only effect, or effect the other way, or a change in a side signal; inactive = no such curve, though single readings can be large or run the other way; the % refers to the polarisation; note: potency is the fitted concentration of half-maximal effect
# Target sequence (Q03164 whole entry, looked up, the tested form may be a part): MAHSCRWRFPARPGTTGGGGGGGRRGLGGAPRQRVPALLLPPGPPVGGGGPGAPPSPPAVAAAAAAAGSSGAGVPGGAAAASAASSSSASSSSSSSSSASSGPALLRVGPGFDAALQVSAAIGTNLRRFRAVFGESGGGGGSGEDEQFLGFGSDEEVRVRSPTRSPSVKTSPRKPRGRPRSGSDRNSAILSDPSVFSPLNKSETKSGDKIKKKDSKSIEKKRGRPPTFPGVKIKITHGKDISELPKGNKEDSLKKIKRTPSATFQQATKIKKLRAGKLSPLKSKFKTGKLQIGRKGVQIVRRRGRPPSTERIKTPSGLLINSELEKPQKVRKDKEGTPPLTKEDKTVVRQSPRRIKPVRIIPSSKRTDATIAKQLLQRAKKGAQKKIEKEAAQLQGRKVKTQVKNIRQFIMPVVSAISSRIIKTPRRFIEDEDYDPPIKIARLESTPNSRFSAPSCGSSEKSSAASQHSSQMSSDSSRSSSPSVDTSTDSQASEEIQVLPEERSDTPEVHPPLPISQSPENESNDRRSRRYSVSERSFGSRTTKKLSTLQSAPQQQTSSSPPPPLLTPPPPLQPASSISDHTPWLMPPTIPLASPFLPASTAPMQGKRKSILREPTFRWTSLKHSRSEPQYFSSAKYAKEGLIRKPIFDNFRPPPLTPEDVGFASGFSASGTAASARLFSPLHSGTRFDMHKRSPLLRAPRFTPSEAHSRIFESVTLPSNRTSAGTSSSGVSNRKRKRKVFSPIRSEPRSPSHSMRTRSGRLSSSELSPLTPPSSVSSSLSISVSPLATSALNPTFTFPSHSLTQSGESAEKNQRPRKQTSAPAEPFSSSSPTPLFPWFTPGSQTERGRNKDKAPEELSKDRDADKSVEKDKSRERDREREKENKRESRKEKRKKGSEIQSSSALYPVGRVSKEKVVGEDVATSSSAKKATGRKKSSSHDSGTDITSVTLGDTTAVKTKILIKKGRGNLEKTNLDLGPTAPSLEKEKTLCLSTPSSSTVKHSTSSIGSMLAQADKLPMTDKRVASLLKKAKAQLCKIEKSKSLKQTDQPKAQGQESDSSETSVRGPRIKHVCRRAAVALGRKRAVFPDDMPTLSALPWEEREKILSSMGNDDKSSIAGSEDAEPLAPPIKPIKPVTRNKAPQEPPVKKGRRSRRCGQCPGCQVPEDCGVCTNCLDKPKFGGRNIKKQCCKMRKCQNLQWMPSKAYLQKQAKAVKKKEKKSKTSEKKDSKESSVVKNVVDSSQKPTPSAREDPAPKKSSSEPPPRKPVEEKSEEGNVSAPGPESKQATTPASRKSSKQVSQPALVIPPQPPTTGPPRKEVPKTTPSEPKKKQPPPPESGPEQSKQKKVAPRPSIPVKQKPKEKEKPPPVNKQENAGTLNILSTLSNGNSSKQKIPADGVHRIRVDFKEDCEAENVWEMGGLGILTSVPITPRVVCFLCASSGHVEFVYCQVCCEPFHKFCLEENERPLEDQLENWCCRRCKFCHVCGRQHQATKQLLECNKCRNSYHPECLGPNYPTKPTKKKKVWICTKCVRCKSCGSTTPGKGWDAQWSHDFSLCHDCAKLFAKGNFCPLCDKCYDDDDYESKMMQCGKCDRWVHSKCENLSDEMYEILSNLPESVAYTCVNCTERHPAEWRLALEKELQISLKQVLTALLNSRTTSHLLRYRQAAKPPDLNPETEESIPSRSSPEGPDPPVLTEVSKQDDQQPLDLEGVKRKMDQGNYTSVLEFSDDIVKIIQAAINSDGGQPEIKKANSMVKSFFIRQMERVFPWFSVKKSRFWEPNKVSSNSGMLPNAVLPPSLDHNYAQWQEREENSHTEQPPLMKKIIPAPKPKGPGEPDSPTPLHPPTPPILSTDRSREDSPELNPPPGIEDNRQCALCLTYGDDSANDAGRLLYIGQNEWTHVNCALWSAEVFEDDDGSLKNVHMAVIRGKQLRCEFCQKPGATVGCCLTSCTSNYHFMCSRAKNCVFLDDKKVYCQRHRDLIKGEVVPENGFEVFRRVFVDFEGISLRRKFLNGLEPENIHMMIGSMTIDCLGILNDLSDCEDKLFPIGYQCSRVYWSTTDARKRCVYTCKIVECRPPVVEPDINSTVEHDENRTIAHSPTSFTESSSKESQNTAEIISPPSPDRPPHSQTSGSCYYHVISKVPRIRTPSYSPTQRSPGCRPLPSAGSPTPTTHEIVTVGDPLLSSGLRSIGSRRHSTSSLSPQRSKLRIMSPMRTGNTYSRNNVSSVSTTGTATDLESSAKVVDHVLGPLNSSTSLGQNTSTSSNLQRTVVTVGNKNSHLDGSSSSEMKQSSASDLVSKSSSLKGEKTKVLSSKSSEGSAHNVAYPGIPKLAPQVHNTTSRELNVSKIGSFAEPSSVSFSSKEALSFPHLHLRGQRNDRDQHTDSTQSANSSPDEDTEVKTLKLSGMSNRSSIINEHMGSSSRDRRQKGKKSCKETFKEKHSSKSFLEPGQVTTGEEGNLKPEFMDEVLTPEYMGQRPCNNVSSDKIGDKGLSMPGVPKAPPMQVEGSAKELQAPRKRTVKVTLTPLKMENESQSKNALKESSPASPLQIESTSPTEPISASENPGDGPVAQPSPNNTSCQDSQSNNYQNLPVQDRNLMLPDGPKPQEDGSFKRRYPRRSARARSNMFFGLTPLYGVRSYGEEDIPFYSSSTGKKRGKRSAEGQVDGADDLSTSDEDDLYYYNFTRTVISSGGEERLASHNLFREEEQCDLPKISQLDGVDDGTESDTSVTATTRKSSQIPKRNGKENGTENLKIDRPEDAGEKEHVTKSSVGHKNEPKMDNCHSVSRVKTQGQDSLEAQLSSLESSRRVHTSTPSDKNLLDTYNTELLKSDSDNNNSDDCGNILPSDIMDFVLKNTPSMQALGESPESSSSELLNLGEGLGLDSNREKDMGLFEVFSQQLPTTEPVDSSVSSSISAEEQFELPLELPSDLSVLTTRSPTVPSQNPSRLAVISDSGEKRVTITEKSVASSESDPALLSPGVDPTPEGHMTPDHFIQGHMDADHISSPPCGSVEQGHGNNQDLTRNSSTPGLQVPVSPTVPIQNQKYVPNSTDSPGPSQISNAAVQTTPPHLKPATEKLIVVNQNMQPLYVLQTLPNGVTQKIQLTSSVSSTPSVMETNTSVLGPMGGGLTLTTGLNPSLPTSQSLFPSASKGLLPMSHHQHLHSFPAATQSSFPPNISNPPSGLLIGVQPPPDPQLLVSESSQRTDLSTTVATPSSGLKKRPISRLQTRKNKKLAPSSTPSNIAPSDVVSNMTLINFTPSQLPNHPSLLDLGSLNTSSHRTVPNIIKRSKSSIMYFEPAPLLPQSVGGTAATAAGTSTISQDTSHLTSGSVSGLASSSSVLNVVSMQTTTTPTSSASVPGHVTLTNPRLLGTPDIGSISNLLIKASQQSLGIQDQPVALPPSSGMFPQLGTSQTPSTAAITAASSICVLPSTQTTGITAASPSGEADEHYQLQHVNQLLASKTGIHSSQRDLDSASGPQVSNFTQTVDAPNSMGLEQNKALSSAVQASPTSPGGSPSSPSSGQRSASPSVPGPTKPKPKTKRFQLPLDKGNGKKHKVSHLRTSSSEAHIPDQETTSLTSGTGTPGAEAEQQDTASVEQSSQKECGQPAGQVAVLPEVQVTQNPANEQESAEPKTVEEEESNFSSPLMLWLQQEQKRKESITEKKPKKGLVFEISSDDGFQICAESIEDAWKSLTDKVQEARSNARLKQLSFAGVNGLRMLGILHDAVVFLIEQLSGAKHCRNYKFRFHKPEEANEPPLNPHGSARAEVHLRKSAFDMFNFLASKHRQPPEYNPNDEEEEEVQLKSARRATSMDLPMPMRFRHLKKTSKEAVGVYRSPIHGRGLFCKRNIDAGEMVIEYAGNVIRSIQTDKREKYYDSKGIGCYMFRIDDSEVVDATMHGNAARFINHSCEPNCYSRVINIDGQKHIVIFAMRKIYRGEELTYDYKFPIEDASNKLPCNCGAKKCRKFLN
#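 Fluorescence polarization: 7 uM MLL-CXXC (stock) preincubated 5 min with compounds, then 50 nM fluorescein-HOX-A9 DNA (stock) added; 30 min ambient. Buffer 50 mM Tris-HCl pH 7.5, 50 mM NaCl, 1 mM DTT, 0.05% BSA.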
# TRPV1 ag: activates the human vanilloid receptor TRPV1; activation, % at 8.33 µM; Q8NER1; 0.19% of 320,000 active; TRPV1-expressing cells, Fluo-8 calcium influx, agonist mode; in the data active = activation above about 80%; inconclusive = between about 30% and that limit; note: 0% is about no effect
#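 Fluo-8 calcium influx in TRPV1-expressing cells, kinetic read (ex 480/em 520 nm). Compound added and read 3 min for agonist activity, followed by capsaicin at EC20 final and 2 min further read for enhancement.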
# B2AR arrestin: beta2AR (human) beta-arrestin recruitment activity; beta-arrestin recruitment to beta2AR, cell-based reporter; Potency, µM (top dose mostly 46.1 µM), for the others: at the top dose activation, actives largely listed as activators; 0.02% of 330,000 active; AID 492947;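 note: potency is the fitted concentration of half-maximal effect; 0% = DMSO controls and full agonism = EC100 isoproterenol or metaproterenol; nearly all actives have a fitted effect of over 65% in size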
# TCR act: activators of T cell receptors. primary human leukocytes, anti-CD3, IL-2 HTRF, 48 h. Potency, µM (titrated, usually from 9.22 µM), inactives show at the top dose activation of IL-2 secretion, usual class: activators. 330,000 tested, under 10 active. AID 504894; note: % of control where 0% means no effect
#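 Primary human leukocytes were stimulated with a-CD3 beads plus compounds for 48 hr without co-stimulation; secreted IL-2 was quantified by HTRF using a-IL-2-K (europium cryptate) and a-IL-2-d2, excited at 320nm with acceptor emission read at 665nm.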
# PTAP TSG101 blk: blocks PTAP/TSG101 interaction to inhibit HIV-1 budding; Potency, µM (series often up to 115 µM), for the others: at the top dose activity change, negative = inhibition, hits mostly inhibitors; Fluorescence polarization, FITC-PTAP peptide / Tsg101 binding; 340,000 tested, under 10 active; Q99816; AID 493005; active = well fitted inhibition curve with a large enough effect in the main read-out, with a control signal flat, not every such curve was filed as active; inconclusive = small, poorly fitted or top-dose-only effect, or effect the other way, or a change in a side signal; inactive = no such curve, though single readings can be large or run the other way; note: potency is the fitted concentration of half-maximal effect; % of control where 0% means no effect
#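 Fluorescence anisotropy tracks displacement of a FITC-tagged PTAP peptide (50 nM) from the Tsg101 binding domain (10 uM), following a 20 min room-temperature incubation at pH 7.5.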
# p53 reactivation: mutant p53 re-activation in reporter cells. H1299 p53-A138V BP100-luciferase reporter, luminescence, 24 h. Potency, µM (top dose mostly 92.2 µM), inactives show top-dose activity change, positive = activation, most hits filed as activators. 0.063% of 320,000 active. AID 504706; note: potency is the fitted concentration of half-maximal effect; % of control where 0% means no effect; nearly all actives have a fitted effect of over 45% in size
#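 p53-null H1299 cells stably carrying temperature-sensitive p53-A138V and a BP100-luciferase reporter were pinned with compounds (4-point, 1:5 series) and held 24 hrs at 37 deg C. Luminescence was read 10 min after detection reagent.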
# Integrin act MD: activates integrin-mediated alleviation for muscular dystrophy; AID 624291; Potency, µM (top dose mostly 38.3 µM), for the others: top-dose activation, usual class: activators; 0.064% of 350,000 active; alpha7betagal myoblasts, beta-gal FDG fluorescence, 48 h;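 note: potency is the fitted concentration of half-maximal effect; 100% = response of the positive control SU9516; nearly all actives have a fitted effect of over 60% in size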
#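 Alpha7betagal+/- myoblasts (passage 13) were plated 16-24 hr, then exposed to compounds (1:260 dilution of DMSO stock) for 48 hours at 37C. After MPER lysis, β-galactosidase reporter activity was read as FDG fluorescence (ex 480/em 540) after 30 minutes.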
# Starred values were filed as active, the others as inactive; u = inconclusive; x = no result given; [ ] = remark or other dose. Unless noted, calls come from the whole dose curve; as a rule, active = well fitted curve in the direction sought with a large enough effect; inconclusive = small, poorly fitted or top-dose-only effect, or another doubt; inactive = no such curve, though single readings can be large; an effect the other way counts as inactive or inconclusive.
# Second line of a record: AT treatment	BRCA1 expr up	ELG1 repair inh	MLL CXXC-DNA inh	TRPV1 ag	B2AR arrestin	TCR act	PTAP TSG101 blk	p53 reactivation	Integrin act MD
1) O=C(NC(O)C(=O)c1cccs1)c1cccnc1 (centres undefined)
→ -1.0%	-30.1%	-0.3%	2.6%	-0.5	-0.6%	0.7%	-8.6%	-38.6%[inhibitor]	13.5%
2) COCCNC(=O)CSc1ccc(Cl)cc1
→ -3.5%	8.7%	-3.1%	4.2%	4.8	-0.9%	1.0%	-3.1%	9.7%	17.4%
3) CCOC(=O)CSc1nc(C)c(C(C)=O)cc1C(N)=O
→ 0.3%	5.8%	11.7%	1.3%	5.9	-0.1%	-5.0%	-0.3%	0.9%	0.4%
4) O=C(Oc1cccc2ccccc12)C1CC1
→ -17.8%	-2.4%	-1.0%	1.3%	u	-0.4%	8.6%	-4.1%	-5.5%	17.3%
5) CCOC(=O)C1C(=O)CC(=O)CC1CC(C)SCC (centres undefined)
→ -6.1%	-6.8%	14.7%	-1.5%	-4.3	0.4%	-2.0%	-6.0%	4.1%	-28.5%
6) CC(C)(C)NCCC(O)c1cc(C(F)(F)F)nc2c(C(F)(F)F)cccc12 (centres undefined)
→ x	-84.4%	x	x	x	x	-7.2%	-4.9%	x	-50.8%[inhibitor]
7) CCOC(=O)c1c(NC(=O)CC2SC(=NC)N(C)C2=O)sc(C)c1C (centres undefined)
→ -1.3%	-0.9%	9.5%	4.0%	-3.6	0.2%	1.4%	-3.6%	-3.8%	1.7%
8) COCCNC(=O)c1c(N)n(-c2cccc(C)c2)c2nc3ccccc3nc12
→ 3.55µM*	-48.0%	0.0%	1.1%	-6.3	-0.8%	3.9%	-2.1%	0.7%	10.7%
9) CN1C=C/C(=C\c2cc[n+](C)c3ccccc23)c2ccccc21
→ -1.9%	-56.0%	u	u	-4.3	-0.1%	9.7%	-1.4%	-1.1%	-61.7%[inhibitor]
10) CC(C)(CNC(=O)c1ccc(NS(=O)(=O)c2ccc(F)c(F)c2)cc1)N1CCOCC1
→ -3.4%	-4.2%	1.8%	x	-3.4	7.4%	13.2%	-0.4%	-1.9%	6.1%
11) O=C(CCc1ccccc1Cl)Nc1cc(S(=O)(=O)N2CCOCC2)ccc1N1CCCC1
→ x	-10.2%	x	x	x	x	-1.4%	-6.7%	x	38.9%
12) O=C(NCc1cccs1)c1ccccc1[N+](=O)[O-]
→ 1.2%	-14.2%	0.6%	-8.5%	-1.4	-0.3%	2.4%[46.1 µM]	-0.8%	-5.3%	0.1%
13) O=C(Cc1c(F)cccc1Cl)NCCN1CCOCC1
→ 1.4%	8.6%	11.9%	-2.6%	-3.1	-0.1%	4.2%	0.3%	3.1%	8.9%
14) Cc1ncc([N+](=O)[O-])n1S(=O)(=O)c1ccc2c(c1)OCCO2
→ x	-1.9%	x	x	x	x	1.4%	-1.1%	x	2.5%
15) Cc1ccc(C)c(NC(=O)CN(C)C(=O)c2cccc(-n3cccc3)c2)c1
→ -7.4%	-12.9%	-0.1%	x	-2.9	-0.2%	-3.5%	-9.3%	-5.3%	17.0%
16) COc1ccc2nc(N3CCC(O)CC3)c(C#N)cc2c1
→ x	59.0%	0.0%	-11.2%	13.4	-0.5%	3.1%	-13.2%	u	-9.6%
17) CCCCCCSc1cc(C)nc2ncnn12
→ -11.0%	9.8%	-4.1%	0.8%	0.1	0.2%	-0.6%	-1.7%	-0.6%	-22.3%
18) Cc1nn(-c2nnc(NC3CCCCC3)nn2)c(C)c1Br
→ -6.5%	u	u	10.4%	13.9	0.3%	-1.0%[46.1 µM]	-3.5%	u	-10.7%
19) Cc1[nH]c(SCC(=O)Nc2cc(S(C)(=O)=O)ccc2Cl)nc1Cc1ccccc1
→ 2.0%	-3.2%	u	x	6.9	-0.3%	5.4%	-5.7%	-5.2%	-16.0%
20) CCCN=C1N(C)C[C@@H]2[C@@H]3C(=O)N(C)C(=O)[C@@H]3[C@](Cc3ccccc3)(C(=O)OC)N12
→ -6.6%	7.3%	17.4%	x	x	-0.4%	-2.0%[46.1 µM]	-2.7%	2.9%	-1.5%
21) COCCn1c(CN2CCN(c3ccc(OC)cc3)CC2)nc2c1c(=O)n(C)c(=O)n2C
→ 7.8%	0.1%[1.84 µM]	-13.7%	0.1%	0.1	0.3%	-4.6%	-2.6%	0.1%	-9.6%
22) c1ccc(-c2cn3c(n2)CCc2ccc4cccnc4c2-3)cc1
→ 2.9%	-56.9%	-22.8%	0.3%	12.5	-0.2%	0.2%	-1.1%	-4.4%	-7.8%
23) Cc1cccc(-n2ncc3c2CCCC3NC(=O)CCN2CCCCO2)c1C (centres undefined)
→ -1.4%	-21.8%	-2.2%	1.8%	-2.5	-0.7%	0.9%	6.4%	-6.7%	-15.8%
24) O=C(Cc1ccc([N+](=O)[O-])cc1)Nc1nnc(C2CC2)s1
→ -1.0%	-3.9%	6.3%	-0.1%	5.2	-0.8%	-0.7%[46.1 µM]	0.3%	3.0%	-1.8%
25) C/C(CC(=O)NCCCN1CCOCC1)=N\NC(=O)COc1cccc2ccccc12
→ -2.5%	-6.6%	6.7%	9.6%	-2.5	-0.4%	-4.2%[46.1 µM]	-3.3%	-9.9%	3.2%
26) CCC1c2ccc(C)n2CCN1C(=O)Nc1ccccc1C(=O)OC (centres undefined)
→ 27.9%	-32.2%	-17.3%	5.9%	2.6	0.2%	0.8%	-7.8%	u	-18.4%
27) CCOc1ccc(NC(=O)CN(C)C(=O)c2ccccc2SCC(=O)N2CCCC2)cc1OCC
→ -9.7%	1.9%	-2.7%	x	3.2	0.2%	0.0%	-2.6%	4.8%	-24.4%
28) CCN(CC)c1nc(Nc2ccccc2)nc(Oc2ccc(C(=O)OC)cc2)n1
→ 4.9%	-24.3%	u	23.6%	5.5	-0.3%	4.0%	-5.2%	-6.0%	8.3%
29) CC(=C\c1ccccc1)/C=C1/SC(=S)N(CCCC(=O)O)C1=O
→ -8.7%	-28.7%	u	-0.2%	6.9	-0.5%	-2.7%	-8.0%	-16.2%	u
30) Cc1c(C(=O)N2CCc3ccccc3C2)oc2ccccc12
→ 3.3%	78.1%	u	10.1%	u	-0.4%	0.4%	-8.9%	12.6%	27.0%
31) Cc1ccc(NC(=O)CN(C)C(=O)COc2cccc3cccnc23)cc1
→ -5.7%	-13.6%	-3.3%	-0.1%	2.4	-0.6%	-2.6%[46.1 µM]	-3.7%	-1.8%	4.0%
32) Cc1ccc(C)c(CSc2nc3[nH]ncc3c(=O)[nH]2)c1
→ -16.5%	-9.3%	u	12.5%	2.4	0.1%	x	0.9%	-5.0%	6.0%
33) CC(C)Cn1c(N)c(C(=O)COC(=O)c2ccc(O)cc2)c(=O)n(C)c1=O
→ 2.3%	-9.9%	u	23.1%	29.7	0.0%	-2.6%	-2.2%	-3.3%	-2.3%
34) COc1ccccc1CCNC(=O)C(=O)NCC1OCCN1S(=O)(=O)c1cccs1 (centres undefined)
→ 29.4%	-17.0%	15.7%	6.0%	-1.3	-0.1%	-1.2%	2.6%	19.8%	0.0%
35) O=C(Nc1ncccc1O)c1cccc(S(=O)(=O)N2CCc3ccccc32)c1
→ 6.1%	-11.9%	0.5%	-9.7%	1.9	0.1%	-0.3%	-1.9%	8.0%	2.6%
36) NCCCn1c(C(=O)c2cc(Cl)c(N)c(Cl)c2)c2ccccc2[n+]1[O-]
→ -24.0%	-47.5%	8.2%	x	2.4	0.0%	-0.5%	-17.9%	10.7%	-5.7%
37) COc1ccc(-c2ccc3c(c2)[C@@H]2C[C@H](N(C)C(=O)Nc4ccccc4)[C@H]([C@H](C)O)C(=O)N2CC3)cc1
→ x	-16.8%	x	x	x	x	6.6%	0.7%	x	-7.1%
38) Nn1c(Cc2cccc3ccccc23)nnc1SC1CCOC1=O (centres undefined)
→ 1.9%	11.2%	13.2%	-0.9%	1.5	-0.2%	4.2%	-1.3%	3.1%	2.4%
39) COc1cccc(NC(=O)Cn2nnc(C(=O)Nc3cc(Cl)ccc3OC)c2N)c1
→ 7.3%	-16.7%	u	33.8%[activator]	0.2	-0.7%	2.1%	-3.1%	1.1%	-29.8%
40) COc1ccc(CCC2(C)NC(=O)N(C(C)C(=O)N3c4ccccc4CC3C)C2=O)cc1 (centres undefined)
→ 12.1%	-29.1%	u	x	12.2	0.7%	-2.0%	1.1%	-14.8%	-53.7%[inhibitor]
41) COc1c2c(nc3occc13)C(CC=C(C)C)(OC)C(OC(C)=O)CC2 (centres undefined)
→ x	-5.8%	-26.3%	-0.8%	1.3	-0.6%	-2.4%[46.1 µM]	-10.0%	1.2%	-16.3%
42) COc1ccc(-c2noc(CCC(=O)NCC3CCCO3)n2)cc1OC (centres undefined)
→ 3.9%	13.7%	24.1%	8.4%	0.0	0.0%	2.3%	-4.1%	-4.7%	26.0%
43) COc1ccc(CCNC(=O)COC(=O)c2ccc(C)s2)cc1
→ -0.5%	-12.5%	14.3%	x	5.4	-0.8%	6.7%	-4.0%	-3.1%	4.8%

# Screening data as filed in PubChem BioAssay.
